Source: PubChem BioAssay
TrxR1 inh – blocks rat thioredoxin reductase 1. O89049. actives 1% (n = 390,000). recombinant rTrxR1, NADPH fluorescence consumption, selenite substrate. Potency, µM (titrated, usually from 114 µM), inactives show at the highest dose activity change, negative = inhibition, usual class: inhibitors. AID 588453; further: on the % scale 0 is the no-effect control and ±100 the full control effect; nearly all actives have a fitted effect of over 65% in size
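Rat TrxR1 (90 nM in the dispensed reagent) was pre-reduced with 400 uM NADPH for 5 min at room temperature, then incubated with compound for 15 min. After 400 uM selenite was added, NADPH fluorescence (Ex 340/Em 450 nm) was followed for 8 min.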
Vif-APOBEC3G blk – Vif-A3G binding inhibition; HeLa A3G-eYFP + Vif (tagged APOBEC3G with the HIV-1 protein that degrades it), YFP fluorescence, overnight; Potency, µM (top dose mostly 46.1 µM), for inactives: at the highest dose activity, negative = active, usual class: inhibitors; actives 0.076% (n = 410,000);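 further: on the % scale 0 is the no-effect control and ±100 the full control effect; nearly all actives have a fitted effect of over 60% in size; hits raise eYFP signal because A3G escapes Vif-driven loss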
Target sequence (Q9HC16 whole entry, looked up): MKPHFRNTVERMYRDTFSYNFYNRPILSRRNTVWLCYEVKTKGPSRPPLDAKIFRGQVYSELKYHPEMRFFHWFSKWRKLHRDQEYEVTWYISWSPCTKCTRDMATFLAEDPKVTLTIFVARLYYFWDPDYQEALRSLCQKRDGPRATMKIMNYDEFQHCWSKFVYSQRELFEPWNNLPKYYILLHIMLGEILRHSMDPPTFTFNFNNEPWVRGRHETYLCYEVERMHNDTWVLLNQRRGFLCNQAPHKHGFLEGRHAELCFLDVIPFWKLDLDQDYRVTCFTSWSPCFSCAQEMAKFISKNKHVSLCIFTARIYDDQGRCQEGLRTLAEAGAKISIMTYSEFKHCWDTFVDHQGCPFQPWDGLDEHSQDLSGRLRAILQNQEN
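Read-out is eYFP fluorescence (Ex 488/Em 500-530) from Vif-expressing HeLa A3G-eYFP cells; more signal means A3G escaped Vif-mediated degradation. Cells plated overnight, compound pinned in, incubated overnight at 37 deg C.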
TrxR1 substrate – is turned over as a substrate by rat TrxR1; O89049; purified TrxR1 substrate turnover, NADPH consumption readout; Potency, µM (titrated, usually from 114 µM), without a hit: at the top dose activity change, negative = substrate turnover; actives 0.01% (n = 390,000); AID 588456; further: on the % scale 0 is the no-effect control and ±100 the full control effect; nearly all actives have a fitted effect of over 50% in size
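Rat TrxR1, dispensed at 90 nM, was prereduced with 400 uM NADPH (final) for 5 min at ~22 deg C, then incubated with compound 15 min before 400 uM selenite. A first-read NADPH fluorescence drop versus no-compound background flagged substrates.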
RXFP1 agonist – activates the human relaxin receptor RXFP1. Potency, µM (top dose mostly 57.5 µM), without a hit: top-dose activation, hits mostly activators. Q9HBX9. actives 0.3% (n = 370,000). AID 2676. HEK293T-RXFP1 cAMP TR-FRET, 30 min; response scale: percent of porcine relaxin response, buffer zero; further: on the % scale 0 is the no-effect control and ±100 the full control effect; nearly all actives have a fitted effect of over 60% in size; many of its hits are not listed in these tables
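HEK293T cells stably expressing RXFP1 were pretreated with the PDE4 inhibitor Ro 20174, exposed to compounds for 30 min at 37C, lysed, and cAMP was read by TR-FRET. Data normalized to buffer (basal) and 29 nM porcine relaxin (100%).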
RGS4 inhibitor – blocks human RGS4-accelerated GTP hydrolysis; AID 504845; Potency, µM (titrated, usually from 114 µM), for inactives: at the top dose activity change, negative = inhibition, usual class: inhibitors; P49798; Transcreener GDP fluorescence polarization, RGS4-accelerated GTP hydrolysis; actives 0.039% (n = 390,000); further: on the % scale 0 is the no-effect control and ±100 the full control effect; nearly all actives have a fitted effect of over 75% in size; some results filed as inactive show a strong effect at the top dose
Target sequence (P49798 whole entry, looked up): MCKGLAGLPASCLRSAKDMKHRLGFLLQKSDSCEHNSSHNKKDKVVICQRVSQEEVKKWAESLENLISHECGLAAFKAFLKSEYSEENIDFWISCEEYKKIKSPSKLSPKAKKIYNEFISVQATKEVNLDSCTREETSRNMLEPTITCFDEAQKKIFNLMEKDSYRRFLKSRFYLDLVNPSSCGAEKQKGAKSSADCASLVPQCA
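MLSMR compounds (23 nl, pin-transferred) preincubated 10 min at room temperature with a 500nM (2x) first reagent, then RGS4 at 900nM (2x) plus Transcreener GDP mix added; fluorescence polarization (620/688 nm) read before and after 90 min at 30 °C.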
mIDH1 inhibitor – inhibitors of human mutant IDH1 R132H; O75874; Potency, µM (titrated, usually from 76.6 µM), inactives show at the highest dose activity change, negative = inhibition, hits mostly inhibitors; IDH1-R132H enzyme, NADPH consumption, diaphorase/resazurin fluorescence; AID 602179; actives 0.093% (n = 390,000); further: on the % scale 0 is the no-effect control and ±100 the full control effect; nearly all actives have a fitted effect of over 65% in size
Target sequence (O75874 whole entry R132H, stated change not applied): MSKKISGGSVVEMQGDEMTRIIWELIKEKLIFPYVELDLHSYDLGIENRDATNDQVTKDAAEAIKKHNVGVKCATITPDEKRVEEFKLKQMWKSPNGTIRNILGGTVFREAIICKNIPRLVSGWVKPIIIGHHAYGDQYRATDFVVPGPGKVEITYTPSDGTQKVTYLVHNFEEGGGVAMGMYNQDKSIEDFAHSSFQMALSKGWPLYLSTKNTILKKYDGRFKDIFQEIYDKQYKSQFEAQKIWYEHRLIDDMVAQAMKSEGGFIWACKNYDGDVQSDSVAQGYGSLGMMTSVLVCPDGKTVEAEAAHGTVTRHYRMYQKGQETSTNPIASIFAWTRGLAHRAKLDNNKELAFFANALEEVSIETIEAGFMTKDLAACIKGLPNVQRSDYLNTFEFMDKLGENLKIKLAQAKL
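IDH1-R132H (0.5 ug/mL) preincubated 30 min with compound, then NADPH (0.016 mM) and alpha-KG (2 mM) added; 80 min at RT, pH 7.5. Remaining NADPH coupled via diaphorase/resazurin to fluorescence (540/590 nm); concentration-response curves normalized to no-enzyme control.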
12-LOX inh – inhibitors of human 12S-lipoxygenase ALOX12; AID 1671190; Potency, µM (doses to about 108 µM), for the others: at the top dose activity change, negative = inhibition, usual class: inhibitors; actives 1.1% (n = 580,000); purified 12hLO, xylenol orange hydroperoxide absorbance; P18054; further: on the % scale 0 is the no-effect control and ±100 the full control effect
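Purified human 12hLO at 150 nM in 25 mM Hepes, 0.01% Triton X-100, pH 7.0, preincubated 15 min at room temperature with compound. Reaction started with 40 uM arachidonic acid, 30 min at room temperature. Hydroperoxide measured by Fe-xylenol orange, 573/405 nm absorbance ratio.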
Vif-A3F inh – Vif-A3F binding inhibition; actives 0.2% (n = 390,000); Potency, µM (top dose mostly 46.1 µM), without a hit: at the highest dose activity, negative = active; HeLa A3F-eYFP + Vif (tagged APOBEC3F with the HIV-1 protein that degrades it), YFP fluorescence increase; further: % of control where 0% means no effect; nearly all actives have a fitted effect of over 65% in size
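Fluorescence increase (Ex 488/Em 500-530) after overnight compound treatment at 37 deg C flags inhibition of Vif-driven A3F-eYFP loss in stable HeLa A3F-eYFP/Vif cells seeded overnight beforehand.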
USP1-UAF1 inh – inhibitors of human USP1/UAF1 deubiquitinase; O94782; recombinant USP1/UAF1, Ub-Rhodamine cleavage fluorescence; Potency, µM (titrated, usually from 57.1 µM), for inactives: at the top dose activity change, negative = inhibition, most hits filed as inhibitors; actives 0.23% (n = 390,000); AID 743255; further: on the % scale 0 is the no-effect control and ±100 the full control effect; nearly all actives have a fitted effect of over 60% in size; inactives centre near -12
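USP1/UAF1 complex at 1 nM was preincubated with compound for 15 min at room temperature, then Ub-Rho substrate (150nM final) was added. Fluorescence (480/540 nm) was read kinetically, 6 reads every 60 seconds.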
* hit, by the source's call; ? = inconclusive; nt = no result given; & = joins results of further samples; [ ] = dose if it differs, or a comment. The call rests on the fitted dose curve; in most records, active means well fitted curve in the direction sought with a large enough effect; inconclusive means small, poorly fitted or top-dose-only effect, or another doubt; inactive means no such curve, though single readings can be large; an effect the other way counts as inactive or inconclusive. Potency means the concentration at half of the fitted maximal effect. Not all compounds are listed; rates above refer to the full screens.

SMILES | TrxR1 inh | Vif-APOBEC3G blk | TrxR1 substrate | RXFP1 agonist | RGS4 inhibitor | mIDH1 inhibitor | 12-LOX inh | Vif-A3F inh | USP1-UAF1 inh
CNC(=O)[C@@]1(Cc2ccccc2)C=C[C@@H](C)N1C(C)=O | -7.3%[57.1 µM] | -0.6% | 2.1%[57.1 µM] | nt | 10.9% | -6.1% | 28.1% | -5.5% | -11.7%
O=C(c1cccc([N+](=O)[O-])c1)c1ccc2c(c1)OCCOCCOCCO2 | 9.9% | -7.4% | -1.5% | 1.6% | -13.3% | 3.1% | ? | -21.5% | -31.4%
Cc1ccc(C(=O)NNC(=O)C2CC2)cc1Br | 21.5% | 1.0% | 3.9% | -2.8% | 10.6% | -3.8% | 3.1% | 0.0% | -11.2%
CCc1cccc(NC(=O)C(CC)n2nc(C)c3sc4ccccc4c3c2=O)c1 (stereo not drawn) | 84.9%[activator] | -5.0% | 67.1%[activator] | 15.0% | -6.6% | -1.5% | 0.0% | -4.4% | -8.5%
COCCNC(=O)C(=O)Nc1cc2c3c(c1)CC(=O)N3CCC2 | 22.7% | 0.9% | 0.4% | -1.6% | 5.5% | -7.8% | -1.9% | 10.4% | -6.9%
Cc1ccc(Cl)cc1N(CC(=O)NCc1ccc2c(c1)OCO2)S(C)(=O)=O | 20.8%[57.1 µM] | 0.6% | -16.3%[57.1 µM] | 2.2% | -2.6% | 1.2% | -7.7% | 2.1% | -14.5%
CC(=O)N/C(=C\c1ccccc1)C(=O)Nc1ccc(O)cc1 | 41.3%[activator][57.1 µM] | -1.5% | 8.4%[57.1 µM] | 4.5% | -12.8% | -0.8% | 4.4% | ? | -11.4%
O=S(=O)(c1ccccc1)N(CC1CO1)c1ccccc1 (stereo not drawn) | -1.0%[57.1 µM] | -4.1% | 11.1%[57.1 µM] | -0.2% | -0.6% | 11.5% | 53.1% | -3.4% | -19.6%
Cc1ccc(NC(=O)c2ccc(=O)[nH]n2)cc1C | 6.1% | 1.7% | -1.0% | 5.2% | -14.0% | -1.7% | -22.6% | -2.4% | -25.9%
O=C(CSc1ccccc1F)NCCN1C(=O)CSC1=O | 2.4% | 0.3% | -2.9% | nt | -13.5% | 1.5% | 14.0% | -13.1% | -9.6%
COc1ccc(N2C(=O)CC(c3ccc(OC(C)C)cc3)C2=O)cc1 (stereo not drawn) | 14.6% | 2.1% | 0.7% | 1.0% | 4.7% | -7.2% | -0.4% | -4.1% | -4.7%
O=C(c1cc2c(F)cccc2s1)N1CCCC1 | 5.6%[57.1 µM] | 8.4% | 5.0%[57.1 µM] | 3.4% | -11.8% | 5.6% | -2.2% | 5.6% | -11.7%
CC(NC(=S)NC(=O)c1ccccc1Br)c1ccccc1 (stereo not drawn) | -8.1% | -6.6% | 3.6% | -0.4% | -48.4% | 5.6% | ? | -27.0% | -25.7%
Cc1ccc2nc(SCC(=O)Nc3ccccc3N3CCOCC3)c(C#N)cc2c1 | -9.0%[57.1 µM] | ? | -1.3% | 20.9% | -12.5% | -8.1% | -25.0% | -2.5% | 1.7%
C[C@H]1CCC(=O)N([C@H](COc2ccccc2)Cc2ccccc2)CC1 | 18.4%[57.1 µM] | -5.8% | 5.1%[57.1 µM] | 1.7% | 6.9% | -1.3% | ? | -6.1% | -3.4%
COc1cc(/C=C2\S/C(=N/S(=O)(=O)c3ccccc3)NC2=O)c([N+](=O)[O-])cc1OC | -13.7% | 0.3% | -7.2% | 2.5% | -24.5% | -10.1% | -20.6% | 7.1% | -29.8%
COc1cccc(Nc2n[nH]c(=S)s2)c1 | ? | -7.4% | -12.8% | -1.3% | ? | 7.1% | 44.7µM* | -10.4% | -15.9%
COc1ccc(NC(=O)C2CCCO2)cc1 (stereo not drawn) | 10.3% | -2.5% | 2.9% | 1.0% | -7.3% | 2.7% | 0.0% | -3.7% | -8.9%
COc1ccc(-c2nnc(SCC(=O)N3CCOCC3)n2C)cc1OC | 34.6%[57.1 µM] | -2.1% | 4.5%[57.1 µM] | 0.0% | -6.9% | -9.2% | 0.0% | -5.0% | -0.9%
CN(CC(=O)Nc1ccccc1Cl)S(=O)(=O)c1ccc(C(=O)N2CCOCC2)s1 | 3.1%[57.1 µM] | 4.0% | -5.4%[57.1 µM] | 0.0% | -3.4% | 7.5% | -16.7% | -4.2% | -18.4%
c1ccc(C2Nc3ccccc3-c3nc4ccccc4n32)cc1 (stereo not drawn) | -26.2% | -10.7% | 602.4%[activator] | 1.0% | 11.6% | 8.7% | 2.1% | -10.5% | -13.0%
O=C(O)C1CC=CCC1C(=O)N1CCc2ccccc21 (stereo not drawn) | -7.6% | 0.5% | -9.1% | -1.0% | -5.3% | -3.3% | ? | 4.0% | 1.1%
CC(CNS(=O)(=O)c1cc(Cl)ccc1Cl)CN(C)C (stereo not drawn) | 9.9%[57.1 µM] | 0.0% | 8.8%[57.1 µM] | -0.9% | 6.1%[11.4 µM] | -3.7% | 0.0% | -5.8% | -7.9%
Cc1ccccc1C(=O)NCC(=O)NCC1(N2CCOCC2)CCCCC1 | 2.4% | -0.4% | -2.7% | -0.1% | 5.4% | 2.0% | 17.5% | -5.2% | -22.4%
COc1ccccc1NC(=O)c1ccc2c(c1)CCN2S(C)(=O)=O | 10.1%[2.29 µM] | 1.4% | 9.5%[2.29 µM] | 0.7% | -27.4% | 11.0% | 2.1% | 12.5% | -10.8%
CCOc1ccc(CNC(=O)c2nnc(CS(=O)(=O)c3ccccc3)o2)cc1OC | 5.6%[57.1 µM] | 1.4% | 3.5%[57.1 µM] | 3.3% | -5.9% | 0.9% | 6.0% | -2.2% | -8.7%
Cc1cccc(N(CC(=O)NCC2CCCO2)C(=O)CCC(=O)Nc2cc(C)on2)c1 (stereo not drawn) | 10.9% | -0.5% | 4.8% | 1.8% | ? | -1.5% | 3.1% | nt | 2.7%
CN(C)CCCN(Cc1ccccc1)C(=S)Nc1ccc(F)c(Cl)c1 | -2.0%[57.1 µM] | 0.2% | 8.3% | 2.4% | 0.9% | -6.5% | 0.0% | 3.4% | -7.8%
Cn1c(=O)c2c(nc(NCCCO)n2Cc2cccc(C(F)(F)F)c2)n(C)c1=O | -9.3% | 0.4% | -9.7% | 6.0% | 13.9% | 0.0% | -10.1% | -9.3% | -12.3%
Cc1cccc(CSc2nnc(-c3ccco3)o2)c1 | 13.9% | 0.6% | 2.8% | 0.9% | 1.9% | 9.1% | 5.1% | 2.0% | -23.5%
Cc1ccc(CCNC(=O)c2sc3nc4n(c(=O)c3c2C)CCCC4)cc1 | 14.0% | 3.0% | 15.5%[11.4 µM] | -5.3% | 8.0% | 15.4% | -7.1% | 4.5% | -13.1%
O=C(COc1ccccc1F)OCC(=O)N1CCc2ccccc21 | 3.5%[57.1 µM] | 0.8% | 1.2%[57.1 µM] | 2.1% | 16.6% | -4.6% | 0.8% | -3.7% | -10.2%
COc1cccc(CNC(=O)C2CCN(S(=O)(=O)N3CCC(C)CC3)CC2)c1 | 10.0% | 2.4%&1.2% | 1.4% | 0.0%&-2.9% | -7.7%&0.9% | 6.0%&2.7% | -4.2%&-12.3% | 1.0%&2.7% | 0.7%&-22.8%
O=C(CCn1nnc2ccccc2c1=O)N[C@H](C(=O)O)c1ccccc1 | 7.3% | -5.9% | 4.7% | 0.6% | 18.9% | 3.0% | 0.0% | 0.4% | -13.5%
COc1ccc(-n2ncc3c(N4CCN(c5cccc(C)c5)C(C)C4)ncnc32)cc1 (stereo not drawn) | 10.1%[57.1 µM] | 1.2% | 9.3%[57.1 µM] | 6.8% | 4.8% | 11.7% | -8.1% | 2.5% | -31.3%
COC(=O)c1ccc(NC(=O)CSc2nc3cc4ccccc4cc3[nH]2)cc1 | 21.4% | -5.5% | -3.3% | -3.5% | -10.6% | 4.9% | -16.1% | -0.1% | 0.1%
Cc1cc(C)cc(NC(=O)Cn2nnc(C(=O)NCCc3ccccc3)c2N)c1 | -0.2%&24.6% | -12.5%&1.0% | -5.6%&-1.7% | 0.1%&-0.4% | 4.3%[56.9 µM] | -3.8%&-4.0% | ? | 0.4%&-0.4% | ?
CCc1ccc(NC(=O)C2CCN(c3ncnc4c3nc3n4CCCCC3)CC2)cc1 | 4.6% | 0.1% | -0.2% | 3.2% | 26.2%[11.4 µM] | 5.8% | -7.9% | -7.9% | -16.8%
COc1cccc(OC)c1OCCNCC1CSc2ccccc2O1 (stereo not drawn) | 8.2%[57.1 µM] | 1.5% | 5.6%[57.1 µM] | nt | 8.5%[56.9 µM] | 2.7% | -9.7% | 2.0% | -26.8%
CC(=O)c1cccc(NC(=O)COc2nsnc2N2CCOCC2)c1 | -2.9% | 0.1% | -3.8% | -1.6% | 1.3% | 0.0% | 33.8%[activator] | -9.2% | -8.7%
